# Screens (PubChem BioAssay)
# Vc quorum ag – induces V. cholerae light production without autoinducers | actives 0.16% (n = 350,000) | AID 588436 | activation, % at 18.7 µM | V. cholerae BH1578 lux reporter, luminescence, 6 h; in the data active = activation mostly above about 9.7%, no sharp cut-off; note: not every result past the cut was called active; inactives centre near 0; reference of the scale not given here
# DUSP3 inh – blocks human VHR1 dual specificity phosphatase; P51452; recombinant VHR phosphatase, pNPP absorbance; inhibition, % at 13.3 µM; actives 0.52% (n = 290,000); AID 1654; in the data active = inhibition above about 50%; note: some compounds called inactive have numbers as strong as hits
# PrPC TRFRET – cell surface PrPC inhibition, primary TR-FRET screen; actives 0.43% (n = 370,000); TR-FRET read-out; P04156; inhibition, % at 13.8 µM; in the data active = inhibition above about 24%; note: 0% = median of the test wells and 100% = reference compound wells
# Rv3671c protease – inhibitors of M. tuberculosis serine protease Rv3671c; AID 2606; actives 0.048% (n = 320,000); inhibition, % at 5.96 µM; P9WHR9; in the data active = inhibition above about 38%;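 note: extracellular domain of Rv3671c used as enzyme; 0% = enzyme with DMSO and 100% = no enzyme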
# 3CLpro inhibitor – SARS-CoV 3CLpro protease inhibition; P0C6X7; inhibition, % at 6 µM; AID 1706; recombinant SARS-CoV 3CLpro, quenched FRET peptide cleavage; actives 0.14% (n = 290,000); in the data active = inhibition above about 12%
# PriA SSB inh – blocks PriA binding to SSB C-terminal tail; AlphaScreen SSBct-PriA binding, biotinylated peptide; inhibition, % at 33 µM; actives 0.6% (n = 430,000); AID 1272365; in the data active = inhibition mostly above about 37%, no sharp cut-off; inactive = mostly below about 20%;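 note: plate controls were negative control peptide for no effect and reference peptide for full effect; strong numbers were not always called active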
# CCHFV vOTU inh – CCHFV vOTU protease inhibition; Pep-AMC fluorescence; inhibition, % at 11.5 µM; actives 0.55% (n = 370,000); in the data active = inhibition above about 30%; note: 0% = vehicle wells with enzyme and 100% = no enzyme wells
# MazF activator – MazEF (E. coli) toxin RNase activation; FAM/BHQ RNA-DNA oligo cleavage fluorescence, 5 h; AID 504720; P0AE70; actives 0.32% (n = 350,000); activation, % at 20 µM; in the data active = activation above about 50%
# Yp Topo-I inh – inhibitors of Yersinia pestis topoisomerase I; Y. pestis Topo-I cleavage product accumulation, plate reader; activity, % at 10 µM; actives 0.064% (n = 360,000); AID 504884; in the data active = activity above about 50%, passing the limit was not always enough; note: inactives centre near 2
# TcdB GH inh – inhibitors of Clostridioides difficile toxin B glycohydrolase. P18177. actives 0.24% (n = 350,000). AID 652162. TcdB glycohydrolase enzymatic assay, plate reader. inhibition, % at 9.99 µM; in the data active = inhibition above about 10%
# * hit, by the source's call; i = inactive; . = no result given; & = joins results of further samples. These rows are one share of the data, so the mix of outcomes need not match the whole.
SMILES,Vc quorum ag,DUSP3 inh,PrPC TRFRET,Rv3671c protease,3CLpro inhibitor,PriA SSB inh,CCHFV vOTU inh,MazF activator,Yp Topo-I inh,TcdB GH inh
COc1cc(NC(=O)CSCC(=O)N(C)C2CCCCC2)cc(OC)c1,-0.3,.,7,0,.,4,-1,0,6,-2.7
CC(=O)Nc1ccc(NC(=O)COC(=O)c2ccc(S(=O)(=O)NCc3ccco3)cc2)cc1,i,.,8,-3,.,-11,-6,-1,10,1.2
CCn1c(=NC(=O)CSCC(=O)Nc2nccs2)sc2ccccc21,-2.0,16,-6,7,6,9&-6,8,11,-4,.
CC1CCN(CCCCOc2ccc(Br)cc2)CC1,-0.3,0,4,-5,-3,-5,3,6,12,.
O=C(Cn1c2c(c(-c3ccccc3Cl)cc1=O)CCC2)NCC1CCCO1 (stereo unspecified),0.1,-8,-3,-5,-2,1,-16,2,-4,-0.7
Nc1nc(COc2ccccc2C=O)nc(Nc2ccccc2)n1,0.0,16,-8,-5,1,0,-2,-30,1,2.1
CCCN1C(=O)c2ccc(C(=O)Nc3ccc4c(c3)OCO4)cc2C1=O,i,-2,1,-18,-6,-6,3,3,-2,1.4
Cn1c(SCc2ccc(C#N)cc2Cl)nc2ccccc21,-0.4,15,-6,-2,-8,-22,-9,-3,13,.
O=C(CN(c1ccccc1)S(=O)(=O)c1ccccc1[N+](=O)[O-])NN=C1CCCCCCC1,i,24,-6,-8,0,-6,-8,-3,17,.
C[C@@H]1CN([C@H](C)CO)C(=O)c2cc(Br)cnc2O[C@@H]1CN(C)C(=O)Cc1ccccc1,-0.5,.,-1,.,.,.,-7,7,-4,0.3&-1.6
Cc1ccc(SC2=C(Sc3ccc(C)cc3)C(=O)c3ccccc3C2=O)cc1,-0.6,5,-2,-20,6,0,-1,5,-31,-0.1
CCOc1cc2c(cc1OCC)C(c1ccc(OC)cc1)N(c1ccccc1)C(=O)C2 (stereo unspecified),-0.3,10,1,-8,2,-5,-1,11,4,.
O=C(COc1ccc(/C=N/NC(=O)c2ccccc2O)cc1)Nc1ccccc1,i,13,0,-12,1,i,2,-1,-1,8.9
Cn1c(N)c(C#N)c2c(c1=S)COC(C)(C)C2,0.5,16,-17,-8,0,-2,16,8,-1,.
O=C(COC(=O)c1cccc(Cl)c1)Nc1cc(S(=O)(=O)N2CCOCC2)ccc1N1CCOCC1,i,.,-4,.,.,-3,-3,6,-5,0.7
C#C[C@]1(OC(C)=O)CCC2C3CCC4=CC(=O)CC[C@@H]4C3CC[C@@]21C (stereo partly specified),-0.6,10,-4,-6,1,7,1,-1,17,1.9
CCS(=O)(=O)N1CCN(C(=O)c2cccnc2)CC1,i,-11,-1,-3,9,8,-9,-10,0,.
CC(=O)Nc1ccc(S(=O)(=O)Nn2cnnc2)cc1,i,28,-1,2,-4,1,-3,2,-9,1.5
COc1ccc2c(c1)nc(N)n2Cc1ccccc1,i,10,-4,-6,-1,-7,-3,12,1,.
Cc1ccc(-c2nnc(N3CCN(C(=O)COc4ccccc4)CC3)c3ccccc23)cc1,i,20,-3,2,-1,13,-3,3,29,.

# 2 entries picked at random from the list so far, as already listed:
SMILES,Vc quorum ag,DUSP3 inh,PrPC TRFRET,Rv3671c protease,3CLpro inhibitor,PriA SSB inh,CCHFV vOTU inh,MazF activator,Yp Topo-I inh,TcdB GH inh
CCCN1C(=O)c2ccc(C(=O)Nc3ccc4c(c3)OCO4)cc2C1=O,i,-2,1,-18,-6,-6,3,3,-2,1.4
O=C(COc1ccc(/C=N/NC(=O)c2ccccc2O)cc1)Nc1ccccc1,i,13,0,-12,1,i,2,-1,-1,8.9

# (list continues)
SMILES,Vc quorum ag,DUSP3 inh,PrPC TRFRET,Rv3671c protease,3CLpro inhibitor,PriA SSB inh,CCHFV vOTU inh,MazF activator,Yp Topo-I inh,TcdB GH inh
CCCC(C(=O)c1ccccc1)n1cncn1 (stereo unspecified),-0.2,8,8,2,-2,-6,8,-1,-8,.
CN(CC(=O)Nc1cccc(F)c1)C(=O)c1ccc(COc2ccccc2)o1,-3.7,.,-4,-8,.,-6,-5,3,0,1.9
Cc1cccc(CNC(=O)C2CCC(=O)N(CC3CCCCC3)C2)c1 (stereo unspecified),i,.,-1,.,.,.,-9,5,11,0.2
CCn1c(NCc2cc(OC)c(OC)c(OC)c2)nc2ccccc21,0.9,21,-9,2,0,-27,-6,5,-4,1.2
COC(=O)C1=C(C(=O)OC)[C@@H]2N(C)c3ccc(OC)cc3[C@@]23C[C@@H](C(=O)OC)N(S(=O)(=O)c2ccc([N+](=O)[O-])cc2)C3=N1,0.5,30,1,9,.,1,3,9,16,-1.2
Cc1cccc(C(=O)NC(NC(=S)Nc2ccc(S(N)(=O)=O)cc2)C(Cl)(Cl)Cl)c1 (stereo unspecified),-0.3,-30,1,-33,4,14,-4,2,-12,0.6
Fc1ccc(C2=NN(c3ccccc3)C(c3ccco3)C2)cc1 (stereo unspecified),i,20,-6,12,3,-47,-33,-4,-1,1.3
O=C(c1coc(=O)c(Br)c1)N1CCC(C(O)(c2ccccc2)c2ccccc2)CC1,-0.7,-1,3,8,1,-5,-50,-4,-4,2.1
COc1cccc(C(=O)N/N=c2\oc3c(OC)cccc3cc2C(=O)NCc2ccccc2)c1,-0.2,3,2,-6,2,.,-11,4,1,0.4
C=CCN(C(=O)c1csnn1)C(C(=O)NCc1ccccc1)c1cccs1 (stereo unspecified),-7.8,28,5,6,-3,-4,2,-2,7,-0.7
O=C(NCc1ccco1)c1ccc(Cn2c(=O)c3ccccc3n(Cc3ccc(Cl)cc3)c2=O)cc1,-1.7,25,16,-41,-2,-6,3,6,12,.
Cc1ccc(C(=O)N2CCCCCC2)cc1Br,-2.9,-16,-4,-3,2,-6,1,1,10,.
CC(C)(C)OC(=O)NCCc1n[nH]c(=S)o1,0.7,13,8,4,6,4,17,3,8,1.0
Cc1ccc(N(CC(=O)Nc2cccc(N(C)S(C)(=O)=O)c2)S(C)(=O)=O)cc1,-0.2,-4,9,4,5,7,4,-3,-4,.
Cc1ccc(C(C(=O)NC(C)(C)C)N(C(=O)c2csnn2)C2CC2)cc1 (stereo unspecified),i,0,-5,1,-2,-2,-23,-2,2,.
CN(C)S(=O)(=O)N1CCN(c2ccccc2)CC1,-0.6,4,-6,-2,1,-1,-19,-11,8,0.9
O=C(O)COCC(=O)Nc1ccc(Oc2ncnc3cc(Cl)ccc23)nc1,i,19,2,-5,4,-13,2,5,5,0.0
O=c1c2ccccc2c(/C=N/n2cnnc2)c(O)n1-c1ccccc1F,-0.9,21,-1,1,.,.,-27,5,1,.
COc1ccc(-c2nc(NC(=O)CCNC(=O)c3ccco3)sc2C)cc1,i,34,8,2,7,0,1,1,7,2.5
O=C(O)C1CCC(CNS(=O)(=O)c2ccc(Cl)cc2)CC1 (stereo unspecified),1.2,21,1,-3,2,-12,13,3,-3,-1.4

# Entries of single compounds, looked up by structure:
# `Cc1ccc(C(=O)N2CCCCCC2)cc1Br` in the list: Vc quorum ag = -2.9; DUSP3 inh = -16; PrPC TRFRET = -4; Rv3671c protease = -3; 3CLpro inhibitor = 2; PriA SSB inh = -6; CCHFV vOTU inh = 1; MazF activator = 1; Yp Topo-I inh = 10; TcdB GH inh = .
# `Cc1cccc(C(=O)NC(NC(=S)Nc2ccc(S(N)(=O)=O)cc2)C(Cl)(Cl)Cl)c1` (stereo unspecified) in the list: Vc quorum ag = -0.3; DUSP3 inh = -30; PrPC TRFRET = 1; Rv3671c protease = -33; 3CLpro inhibitor = 4; PriA SSB inh = 14; CCHFV vOTU inh = -4; MazF activator = 2; Yp Topo-I inh = -12; TcdB GH inh = 0.6

# Additional compounds follow:
SMILES,Vc quorum ag,DUSP3 inh,PrPC TRFRET,Rv3671c protease,3CLpro inhibitor,PriA SSB inh,CCHFV vOTU inh,MazF activator,Yp Topo-I inh,TcdB GH inh
COc1cccc(Nc2nc(N)c([N+](=O)[O-])c(NCc3ccco3)n2)c1,i,-12,-2,-31,0,-1,3,3,-5,0.8
CSc1ccccc1NC(=O)CSCc1ccc(C)cc1,1.2,7,7,-2,4,-63,-7,-7,49,.
Cc1c(Br)cnn1C(C)C(=O)N1CCN(c2ccc(F)cc2)CC1 (stereo unspecified),-0.8,.,-10,-1,.,-5,-2,-2,3,1.6
CCOC(=O)C1CCCN(c2c(NCC3CCCO3)c(=O)c2=O)C1 (stereo unspecified),-0.2,36,3,-2,-1,80,-2,0,-7,0.6
CCc1ccc(NC(=S)NC(=O)c2c(-c3ccccc3Cl)noc2C)cc1,-0.4,5,3,-11,2,-8,-1,-1,14,1.2
O=C(Nc1ccccc1)N1CCCc2ccccc21,-0.7,22,1,-1,6,-5,-10,4,6,.
COc1ccc(-c2nncnn2)cc1,.,-5,.,4,-5,-7,.,2,.,.
Cc1ccc(S(=O)(=O)c2c(C)nn(C(C)(C)C)c2OC(=O)C2CCCC2)cc1,-0.6,24,6,-4,4,-25,5,-5,40,.
CC1CC(C)CN(CCOc2ccc(Cl)cc2Cl)C1 (stereo unspecified),0.1,-29,2,-5,-4,-9,-6,-2,5,.
CN(C(=O)c1ccco1)c1nnc(-c2ccc(F)cc2)s1,-0.5,2,2,3,3,-11,3,-25,5,-0.1
COc1ccc(-c2ccc3c(c2)S(=O)(=O)c2cccc(C(=O)NCCOc4ccccc4)c2C3=O)cc1OC,i,.,.,0,.,-9,.,-17,6,.
COc1nc(Oc2ccc(=O)[nH]n2)nc(N2CCOCC2)n1,i,6,0,1,-3,-6,-14,3,1,1.6
CCC(=O)NC(=S)Nc1ccc(Cl)cn1,i,19,-2,-17,1,-13,10,4,-3,.
Cc1ccccc1-n1c(=O)cc(N2CCN(Cc3ccccc3)CC2)[nH]c1=O,.,37,-4,-9,-5,-3,-1,10,6,1.4
N#Cc1cccc(NC(=O)CCNS(=O)(=O)c2ccc3[nH]c(=O)oc3c2)c1,0.1,2,.,-10,-4,-3,.,-2,-3,.
COc1ccc(-n2nnnc2SCC#CCO)cc1,i,8,3,11,0,-6,-3,4,9,.
CC(=O)C(N=Nc1ccccc1)(Sc1nnc(-c2ccccc2)n1-c1ccccc1)C(C)=O,0.9,20,11,-1,9,10,4,-1,17,.
CCN(CCn1cccn1)C(=O)c1ccc2nc(Cc3ccc(OC)cc3)oc2c1,-0.3,17,6,-2,-7,-9,-7,5,1,-2.1
Cc1ccc(Cl)cc1NC(=O)c1ccc(Cn2cc(Cl)cn2)cc1,-0.4,-11,27*,-9,3,-15,7,-3,1,0.8
CCOC(=O)C1CCN(C(=O)c2cc(COc3ccc(OC)c4ccccc34)on2)CC1,-0.3,32,-8,-3,7,-2,13,-8,22,0.8
O=C(CSC1CCCCC1)Nc1nccs1,-1.4,-12,5,-1,-1,9&-6,7,0,-1,.
NC(=S)N/N=C/c1coc2cc(Cl)ccc2c1=O,-0.3,-12,-4,11,1,.,7,-20,-5,.
N/C(=N\OC(=O)c1ccccc1)c1ccncc1,-0.7,2,1,-2,-4,.,1,3,4,3.4
COc1cccc(Cn2nnc(C(=O)NCCc3ccc(Cl)cc3)c2N)c1,i,11,6,-1,1,-4,3,1,15,0.7
COc1ccc(CC(=O)NCc2nnc(SCC(=O)Nc3ncc(C)s3)n2C)cc1,i,23,9,0,0,-5,8,-1,9,-2.5
COC(=O)CSc1[nH]c2ccccc2c1[N+](=O)[O-],i,-24,-11,0,2,-10,1,-7,7,0.2
CCOc1cc(C2NC(=O)NC(O)(C(F)(F)F)C2C(=O)c2ccc(Cl)cc2)ccc1O (stereo unspecified),-0.5,8,-4,-1,-1,-7,1,4,4,0.7
COc1cccc(-c2noc(CCC(=O)NCCc3ccccc3)n2)c1,i,58*,-6,-2,3,-6,-3,2,7,0.0
Cc1ccc(S(=O)(=O)/N=C(\Sc2ccccc2)c2ccccc2)cc1,-0.5,1,0,3,4,.,-5,-14,13,.
O=S(=O)(c1ccc(NC(=S)N/N=C/c2ccc(N3CCOCC3)cc2)cc1)N1CCOCC1,-0.3,2,6,4,2,.,7,-4,1,.
COC(=O)C1=C(c2ccc(F)cc2OCc2ccccc2)C[C@@H]2CC[C@H]1N2C(=O)NCCCOC(C)C,-0.2,.,3,-17,.,-9,17,-13,25,0.8
CN(c1ccc(OCc2nnc(-c3ccccc3)o2)cc1)S(=O)(=O)c1ccccc1,-0.4,5,0,3,4,-13,4,5,41,.
COC(=O)CC1NCCc2cc(OC)c(OC)cc21 (stereo unspecified),i,22,2,4,5,-7,8,9,-1,1.3
